HGIII-sPLA2 inh – human group III sPLA2 inhibitors, primary screen, biochemical, QFRET, BODIPY PC-A2 liposome substrate; Group 3 secretory phospholipase A2 (Homo sapiens), Q9NZ20; QFRET BODIPY PC-A2 liposome hydrolysis, fluorescence; inhibition, % at 12.2 µM; hit rate 0.56% among 370,000;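 active = inhibition above mean plus 3 SD of compounds lying within the high and low control bounds, cut at about 19% in these data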;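 also: 0% = median of test compound wells and 100% = no enzyme DMSO wells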
hcDAF12 agonist – H. contortus DAF-12 nuclear receptor activators, primary screen, cell-based, luminescence, HEK293, lit1-tk-luc reporter; HEK293 hcDAF-12 lit1-tk-luc reporter; 0% DMSO, 100% Δ7-dafachronic acid; activation, % at 6.8 µM; hit rate 1.4% among 370,000; AID 652067, 2013;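 active = activation above the mean of all tested compounds plus 3 SD, cut at about 5.5% in these data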;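 also: 100% = response to 3 µM Δ7-dafachronic acid high control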
ssDAF-12 act – S. stercoralis DAF-12 nuclear receptor activators, primary screen, cell-based, luminescence, HEK293, GRIP1 co-expression, lit1-tk-luc; Nuclear hormone receptor DAF-12 (Strongyloides stercoralis); HEK293 ssDAF-12/GRIP1 lit1-tk-luc reporter; % of 3 µM dafachronic acid response; activation, % at 6.8 µM; hit rate 1% among 370,000;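 active = activation above the mean over all tested compounds plus 3 SD, cut at about 0.9% in these data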;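 also: 0% = DMSO-only wells and 100% = 3 µM delta7-dafachronic acid wells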
hgDAF12 agonist – H. glycines DAF-12 receptor agonists, primary screen, cell-based, luminescence, HEK293, GAL4 fusion, UAS-luciferase | Nuclear hormone receptor DAF-12 (Heterodera glycines), GAL4 fusion | HEK293 GAL4-hgDAF12 UAS-luciferase reporter, agonist luminescence; normalized to butyrate control | activation, % at 6.8 µM | hit rate 1.8% among 370,000;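 active = activation above a cutoff set at the mean of all screened compounds plus 3 SD, cut at about 10% in these data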;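 also: 0% = DMSO wells and 100% = sodium butyrate wells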
KLK7 zymogen act – proKLK7 zymogen activators, primary screen, biochemical, fluorescence intensity. Kallikrein-7 (Homo sapiens), P49862. AID 652039, 2013. hit rate 0.9% among 370,000. purified proKLK7, EDANS-DABCYL substrate fluorescence; 100% is mature enzyme control, 0% vehicle. activation, % at 7 µM;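 active = activation above the mean of all tested compounds plus 3 SD, computed per campaign excluding outliers beyond control limits, cut at about 13% in these data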
GAA850 FXN act – FXN promoter activators, primary screen, cell-based, luciferase luminescence, HEK293 lucGAA850. hit rate 0.56% among 360,000. HEK293 lucGAA850 FXN promoter luciferase reporter, 24 h; percent of 10 µM SAHA response. activation, % at 6 µM;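 active = activation above the average of all compounds screened plus 3 SD, cutoff fixed separately per campaign, cut at about 7.5% in these data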;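 also: 0% = DMSO wells and 100% = 10 µM SAHA wells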
NPR1 activator – GC-A stimulated cGMP production enhancers – HEK293 GC-A cells, cGMP TR-FRET, EC30 ANP, primary screen. 0% at EC30 ANP, 100% saturating ANP. activation, % at 10 µM. hit rate 0.14% among 370,000; in the data active = activation above about 40%
GC-B act – human GC-B receptor activators, primary screen, HEK293 GC-B cells, cGMP TR-FRET, EC30 CNP. Atrial natriuretic peptide receptor 2 (Homo sapiens), P20594. 0% at EC30 CNP, 100% saturating CNP. activation, % at 10 µM. hit rate 0.11% among 370,000. AID 1920062, 2024;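 active = activation at 10 µM reaching about 35% in either raw or pattern-adjusted values, limit read from the data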
Target sequence (P20594 whole entry, looked up): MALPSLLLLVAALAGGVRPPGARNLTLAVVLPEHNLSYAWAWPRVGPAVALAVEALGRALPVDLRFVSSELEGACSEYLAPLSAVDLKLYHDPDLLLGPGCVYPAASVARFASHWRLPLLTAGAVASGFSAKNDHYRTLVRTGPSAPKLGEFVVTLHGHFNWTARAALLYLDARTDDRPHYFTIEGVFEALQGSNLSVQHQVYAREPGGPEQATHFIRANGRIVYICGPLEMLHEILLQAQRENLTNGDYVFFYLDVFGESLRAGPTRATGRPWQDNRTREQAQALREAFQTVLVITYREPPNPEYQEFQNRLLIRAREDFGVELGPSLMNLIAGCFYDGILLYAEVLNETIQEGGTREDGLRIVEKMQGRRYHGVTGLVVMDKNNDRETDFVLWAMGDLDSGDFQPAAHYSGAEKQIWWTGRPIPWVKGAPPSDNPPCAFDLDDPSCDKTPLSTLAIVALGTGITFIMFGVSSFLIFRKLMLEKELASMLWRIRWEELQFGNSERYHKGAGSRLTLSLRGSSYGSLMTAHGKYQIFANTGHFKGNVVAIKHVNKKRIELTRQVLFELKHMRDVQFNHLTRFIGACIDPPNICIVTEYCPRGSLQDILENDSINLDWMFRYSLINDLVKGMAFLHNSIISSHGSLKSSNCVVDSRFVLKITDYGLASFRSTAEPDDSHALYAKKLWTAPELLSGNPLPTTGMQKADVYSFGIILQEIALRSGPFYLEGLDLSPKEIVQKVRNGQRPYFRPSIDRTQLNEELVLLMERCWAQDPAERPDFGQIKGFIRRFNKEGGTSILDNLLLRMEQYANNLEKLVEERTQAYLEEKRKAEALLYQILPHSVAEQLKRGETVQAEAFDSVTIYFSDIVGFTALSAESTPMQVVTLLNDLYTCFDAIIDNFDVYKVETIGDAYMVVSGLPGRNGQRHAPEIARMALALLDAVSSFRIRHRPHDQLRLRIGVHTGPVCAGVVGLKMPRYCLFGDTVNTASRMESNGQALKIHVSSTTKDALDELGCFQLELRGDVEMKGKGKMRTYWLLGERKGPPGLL
DAX1 inh-1 – DAX1 (NR0B1) inhibitors, primary screen, cell-based, HEK293, Gal4-DAX1, luciferase luminescence. Nuclear receptor subfamily 0 group B member 1 (Homo sapiens), P51843. HEK293 Gal4-DAX1 luciferase reporter. inhibition, % at 6.75 µM. hit rate 0.99% among 340,000. AID 504766, 2011;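 active = inhibition above the mean over all tested compounds plus 3 SD, cut at about 4.2% in these data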;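 also: 0% = DAX1-transfected cells with DMSO and 100% = empty-vector control cells with DMSO; inhibition shows as a rise in luminescence from relieved DAX1 repression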
SMARCA2 act – SMARCA2 (BRM) function activators, primary screen, cell-based, luminescence, high throughput. MG213 cells, MMTV-luciferase reporter, dexamethasone, overnight. activation, % at 9.1 µM. hit rate 1% among 370,000; in the data active = activation above about 7.8%;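 also: 0% = vehicle wells and 100% = reference activator wells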
DAX1 inh-2 – DAX1 (NR0B1) inhibitors on StAR promoter, primary screen, cell-based, luminescence, SF-1 (NR5A1), full-length DAX-1; HEK293T StAR-luciferase reporter, SF-1/DAX-1 repression relief; inhibition, % at 6.8 µM; hit rate 1.1% among 370,000; AID 652010, 2013;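 active = inhibition above the mean over all tested compounds plus 3 SD, cut at about 3.6% in these data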;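 also: 0% = DAX-1 cells with DMSO and 100% = cells lacking DAX-1 with DMSO; higher inhibition means more luminescence from relief of DAX-1 repression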
* marks the source's active call; other numbers are inactive results; / = no result given.

SMILES | HGIII-sPLA2 inh | hcDAF12 agonist | ssDAF-12 act | hgDAF12 agonist | KLK7 zymogen act | GAA850 FXN act | NPR1 activator | GC-B act | DAX1 inh-1 | SMARCA2 act | DAX1 inh-2
COC(=O)c1cc(OC)c(OC)cc1NC(=O)c1ccccc1C | 5 | 0.6 | -0.8 | 1.7 | 0.1 | 1.3 | -4 | 1 | -0.5 | 1 | 0.0
COC(=O)CSc1nnc(CNC(=O)c2ccc(S(=O)(=O)N(C)C)cc2)n1C | 3 | -0.3 | -1.2 | -0.2 | -0.6 | 1.8 | 0 | -1 | -0.6 | 2 | 0.5
COc1ccc(C(=O)COC(=O)C2CCN(S(=O)(=O)c3cccc4cccnc34)CC2)cc1 | -17 | 2.1 | -1.4 | -0.8 | 0.4 | 0.3 | 0 | -2 | -1.6 | 0 | 0.7
COc1ccc(-c2cn3c4c(sc3n2)CCCC4)cc1 | -3 | 17* | 1.3* | 13* | 0.0 | 1.7 | 2 | -10 | -1.4 | 7 | 5.1*
S=c1[nH]nc(-c2cc(-c3ccccc3)n[nH]2)n1/N=C/c1c(Cl)cccc1Cl | 11 | -1.8 | -1.7 | 1.1 | 0.6 | 2.9 | 3 | -2 | 1.4 | -3 | -0.2
O=C(CN1CCOCC1)n1c2ccccc2c2ccccc21 | 3 | 1.6 | -0.5 | 4.5 | -0.4 | 1.4 | 1 | 0 | -0.1 | 1 | 0.0
Cc1cc(S(=O)(=O)Nc2ccc(C(=O)NCC(c3ccco3)N3CCCCC3)cc2)ccc1F (stereo not given) | -37 | -2.0 | -0.5 | -1.5 | 0.3 | -1.0 | -1 | -1 | 0.7 | -1 | -0.7
c1csc(-c2nn3c(Cn4cnc5ccccc54)nnc3s2)c1 | 5 | -2.2 | -1.0 | -1.0 | -0.3 | 4.6 | -13 | 0 | 1.0 | 1 | 0.3
COc1ccc2c(c1)OC(c1ccccc1)(C(F)(F)F)NC2=O (stereo not given) | -10 | -1.4 | -1.8 | -2.2 | -0.2 | 0.2 | -12 | -5 | -0.3 | 4 | -0.9
COC(=O)c1sc(NC(=O)c2c(-c3ccccc3)noc2C)nc1C | 4 | -0.8 | 0.1 | 4.1 | -0.4 | 0.7 | 1 | 8 | 1.1 | -3 | -1.2
O=C(NCCC(c1ccccc1)c1ccccc1)c1cnc2sccn2c1=O | -1 | 1.4 | -1.0 | -2.8 | -0.3 | -0.2 | -3 | -5 | 2.0 | -3 | -1.2
O=C(NNC(=O)c1cccc(Br)c1)Nc1ccc(Cl)cc1 | -8 | -1.3 | -0.6 | -1.0 | -1.1 | 1.4 | -1 | -2 | 2.5 | -4 | 0.3
CCCCNC(=O)NS(=O)(=O)c1cnccc1Sc1ccc(Cl)cc1 | -9 | -0.9 | -0.3 | -0.3 | 0.0 | 1.8 | 3 | 1 | 0.8 | -1 | -1.1
Nc1cc(Oc2cccnc2)cc([N+](=O)[O-])c1 | 5 | -1.2 | -1.0 | -3.5 | -0.5 | 0.4 | -2 | 1 | 0.4 | 6 | -0.6
C[N+](C)(C)CCC(=O)N1C/C(=C/c2ccccc2)C(=O)/C(=C\c2ccccc2)C1 | 2 | -4.4 | -1.3 | -13 | -0.1 | -8.5 | 1 | 5 | -2.0 | 3 | -3.9
CN(C)C(=O)c1cn(-c2ccccc2)c(=O)c2ccccc12 | 1 | 1.1 | -1.4 | 3.7 | -0.1 | 2.1 | 3 | 0 | 0.0 | 0 | -0.3
Cc1csc(NC(=O)c2ccc(S(=O)(=O)N(C)c3ccccc3)cc2)n1 | -7 | -1.5 | -1.1 | -1.9 | 0.3 | 3.5 | 4 | 2 | -0.9 | 1 | -1.0
C[C@H](CO)N1C[C@H](C)[C@@H](CN(C)Cc2ccc(Oc3ccccc3)cc2)Oc2c(NC(=O)C3CC3)cccc2C1=O | -28 | -2.9 | -1.8 | -2.8 | 0.4 | -1.8 | -4 | 2 | 1.1 | -1 | -1.0
CCN1CCN(C(=S)c2ccc(OC)cc2)CC1 | 7 | -1.4 | -1.7 | 0.0 | 0.3 | 1.2 | -2 | 7 | -0.3 | -4 | 0.9
CCOC(=O)c1cc(-c2csc(-c3ccc(C(F)(F)F)cc3)n2)on1 | 6 | 1.4 | -0.7 | 1.5 | 0.1 | -0.8 | -1 | -4 | -0.3 | -6 | 0.4
CS(=O)(=O)N1c2ccccc2[C@@]2(Br)C[C@H]3C(=O)N[C@@H](Cc4ccccc4)C(=O)N3[C@@H]12 | -8 | 0.3 | -0.8 | -0.7 | -0.4 | 1.0 | 2 | 2 | 1.2 | 0 | 0.6
COc1ccccc1-c1nc2ccc(Cl)cc2c(=O)n1O | 7 | -1.0 | -0.7 | 0.0 | -0.1 | 1.4 | -1 | -1 | 2.6 | 0 | 0.1
CCOC(=O)c1cc(-c2ccc(OC)cc2)nn1-c1ccccc1C(=O)O | 11 | -0.2 | -0.4 | 0.0 | -0.1 | 0.9 | -1 | 3 | 1.9 | -4 | 0.2
O=C(Cc1c[nH]c2ccccc12)NCc1ccco1 | -4 | 1.2 | 0.4 | 4.5 | -0.1 | 1.7 | 3 | 1 | 1.0 | 6 | 0.0
O=C(CCl)NC1(C(=O)O)CCCC1 | 8 | -1.9 | -0.8 | -2.9 | 0.0 | -0.9 | -4 | -6 | 2.1 | 3 | -0.5
Cn1c(=O)[nH]c(=O)c2c1nc(NCCCn1ccnc1)n2CCOc1ccccc1 | 0 | -1.8 | -1.4 | 1.9 | -1.0 | 0.8 | -1 | 2 | 0.4 | 1 | 0.4
Cc1cc(NC(=O)c2cccc(Br)c2)n[nH]1 | -2 | 0.8 | -0.9 | 4.5 | 0.2 | 3.8 | 1 | -5 | 0.6 | 7 | 0.4
C[C@H](CO)N1C[C@H](C)[C@H](CN(C)C(=O)Cc2cccnc2)Oc2ncc(Br)cc2C1=O | 0 | 0.1 | -0.9 | 0.0 | 0.3 | 0.8 | 0 | 2 | 0.8 | 2 | -0.1
COc1cccc(C(=O)Oc2c(CN3CCOCC3)cc(Cl)c3cccnc23)c1 | 2 | -1.6 | -1.3 | -1.2 | 0.0 | 8.2* | 6 | -4 | -1.1 | 5 | -1.0
C/C(=N\NC(=O)c1c[nH]c2ccccc12)c1ccccn1 | -2 | 3.9 | -0.3 | 7.4 | -0.1 | 2.0 | -1 | -2 | 0.7 | 0 | 0.8
CC1CCCC(C)N1c1ccc(S(=O)(=O)N2CCOCC2)cc1Cl (stereo not given) | -1 | -1.9 | -1.2 | -2.0 | 0.1 | -0.2 | -1 | 1 | -0.3 | 0 | -0.4
Cc1cc(OC(=O)c2ccc(C(F)(F)F)cc2)c([N+](=O)[O-])c(=O)[nH]1 | 1 | -0.6 | -1.7 | -2.1 | -0.3 | -1.0 | 0 | 2 | -0.4 | -2 | 0.7
COc1ccc(C)cc1NC(=O)c1cc2ccccc2o1 | 0 | 6.0* | 1.6* | 4.8 | -18 | 4.5 | -2 | -11 | 1.7 | 3 | 0.3
CCN(CC(=O)Nc1c(C(=O)OC)[nH]c2ccc(C)cc12)c1ccc2c(c1)OCO2 | -4 | -2.6 | -1.6 | -4.0 | 0.6 | -2.4 | -5 | -2 | -1.6 | -3 | -1.8
Cc1sc2ncn(CC(=O)N3CCN(c4ccccc4F)CC3)c(=O)c2c1S(=O)(=O)N1CCOCC1 | -1 | 3.0 | -1.0 | 1.6 | 1.2 | 4.7 | 2 | 0 | 0.6 | 5 | 0.2
CC1=CC(C)(C)N2C(=O)C3(SCC(=O)N3c3ccc(O)cc3)c3cc(C)cc1c32 (stereo not given) | -35 | -2.2 | -1.3 | -1.1 | 1.1 | -1.1 | -19 | -19 | 0.0 | 2 | -0.9
Cc1nn(CC(O)Cn2cnc3c2c(=O)n(C)c(=O)n3C)c(C)c1Br (stereo not given) | 9 | -1.1 | -1.2 | -1.2 | -0.8 | -0.3 | 0 | -7 | 1.9 | -1 | -0.5
CSc1ncccc1C(=O)Nc1cccc(S(=O)(=O)N2CCCCCC2)c1 | -13 | 0.5 | -1.6 | 0.1 | 0.4 | -0.9 | -1 | 3 | 0.2 | -3 | -0.8
CC[C@H](C)[C@@H]1NC(=O)[C@@H](CC(C)C)NC(=O)[C@H](C(C)C)NC(=O)[C@H]2CSSC[C@H](NC1=O)C(=O)N2 | 11 | -9.6 | -3.7 | -23 | -0.2 | / | -2 | -5 | / | -12 | -8.5
COc1cc(OC)cc(C(=O)Nc2ncc3c(n2)CC(C)CC3=O)c1 (stereo not given) | 5 | -1.6 | -1.3 | 3.5 | 0.3 | 2.0 | -3 | -6 | -0.1 | -3 | -0.2

Next section, starting with the last 2 of the part before.
SMILES | HGIII-sPLA2 inh | hcDAF12 agonist | ssDAF-12 act | hgDAF12 agonist | KLK7 zymogen act | GAA850 FXN act | NPR1 activator | GC-B act | DAX1 inh-1 | SMARCA2 act | DAX1 inh-2
CC[C@H](C)[C@@H]1NC(=O)[C@@H](CC(C)C)NC(=O)[C@H](C(C)C)NC(=O)[C@H]2CSSC[C@H](NC1=O)C(=O)N2 | 11 | -9.6 | -3.7 | -23 | -0.2 | / | -2 | -5 | / | -12 | -8.5
COc1cc(OC)cc(C(=O)Nc2ncc3c(n2)CC(C)CC3=O)c1 (stereo not given) | 5 | -1.6 | -1.3 | 3.5 | 0.3 | 2.0 | -3 | -6 | -0.1 | -3 | -0.2
CS(=O)(=O)N(CC(=O)N1CCN(c2cccc(Cl)c2)CC1)C1CCCCC1 | -7 | -1.7 | -0.5 | -3.2 | -0.1 | 1.6 | -1 | 6 | -0.4 | -1 | 0.1
O=C(OCC(=O)N1CCCC1=O)c1cccc(S(=O)(=O)N2CCOCC2)c1 | 2 | -0.5 | -0.5 | 1.2 | 0.5 | 0.7 | -5 | 0 | 0.2 | 1 | 0.8
COc1cccc(C2CCCN2Cc2nc(CC3CC3)no2)c1 (stereo not given) | 2 | -1.8 | -1.1 | -3.6 | 0.2 | 2.0 | -1 | 1 | 0.2 | -3 | 1.0
CSc1nc(N(C)C)c2ccccc2n1 | 3 | -0.7 | -1.8 | 1.4 | -0.1 | 0.1 | 1 | -1 | -0.3 | -2 | -0.2
COc1ccc(N(CC(=O)Nc2ccccc2C(=O)NCCc2ccccc2)S(C)(=O)=O)cc1OC | 2 | -3.2 | -2.0 | 1.2 | 0.3 | -1.8 | -2 | -4 | -0.3 | -4 | -0.7

Screening data as filed in PubChem BioAssay.
